Screening data from PubChem.
KDM5B inhibitor: blocks human KDM5B histone demethylase activity | Q9UGL1 | hit rate 2.6% among 220,000 | Potency, µM (highest dose often 57.7 µM), for inactives: at the highest dose activity change, negative = inhibition, usual class: inhibitors | KDM5B demethylase, FDH-coupled NADH fluorescence (FDH is formaldehyde dehydrogenase); active = well fitted inhibition curve with a large enough effect; inconclusive = small, poorly fitted or top-dose-only effect; inactive = no such curve, though single readings can be large or run the other way; also: 0% is about no effect; nearly all actives have a fitted effect of over 70% in size
Target sequence (Q9UGL1 whole entry, looked up): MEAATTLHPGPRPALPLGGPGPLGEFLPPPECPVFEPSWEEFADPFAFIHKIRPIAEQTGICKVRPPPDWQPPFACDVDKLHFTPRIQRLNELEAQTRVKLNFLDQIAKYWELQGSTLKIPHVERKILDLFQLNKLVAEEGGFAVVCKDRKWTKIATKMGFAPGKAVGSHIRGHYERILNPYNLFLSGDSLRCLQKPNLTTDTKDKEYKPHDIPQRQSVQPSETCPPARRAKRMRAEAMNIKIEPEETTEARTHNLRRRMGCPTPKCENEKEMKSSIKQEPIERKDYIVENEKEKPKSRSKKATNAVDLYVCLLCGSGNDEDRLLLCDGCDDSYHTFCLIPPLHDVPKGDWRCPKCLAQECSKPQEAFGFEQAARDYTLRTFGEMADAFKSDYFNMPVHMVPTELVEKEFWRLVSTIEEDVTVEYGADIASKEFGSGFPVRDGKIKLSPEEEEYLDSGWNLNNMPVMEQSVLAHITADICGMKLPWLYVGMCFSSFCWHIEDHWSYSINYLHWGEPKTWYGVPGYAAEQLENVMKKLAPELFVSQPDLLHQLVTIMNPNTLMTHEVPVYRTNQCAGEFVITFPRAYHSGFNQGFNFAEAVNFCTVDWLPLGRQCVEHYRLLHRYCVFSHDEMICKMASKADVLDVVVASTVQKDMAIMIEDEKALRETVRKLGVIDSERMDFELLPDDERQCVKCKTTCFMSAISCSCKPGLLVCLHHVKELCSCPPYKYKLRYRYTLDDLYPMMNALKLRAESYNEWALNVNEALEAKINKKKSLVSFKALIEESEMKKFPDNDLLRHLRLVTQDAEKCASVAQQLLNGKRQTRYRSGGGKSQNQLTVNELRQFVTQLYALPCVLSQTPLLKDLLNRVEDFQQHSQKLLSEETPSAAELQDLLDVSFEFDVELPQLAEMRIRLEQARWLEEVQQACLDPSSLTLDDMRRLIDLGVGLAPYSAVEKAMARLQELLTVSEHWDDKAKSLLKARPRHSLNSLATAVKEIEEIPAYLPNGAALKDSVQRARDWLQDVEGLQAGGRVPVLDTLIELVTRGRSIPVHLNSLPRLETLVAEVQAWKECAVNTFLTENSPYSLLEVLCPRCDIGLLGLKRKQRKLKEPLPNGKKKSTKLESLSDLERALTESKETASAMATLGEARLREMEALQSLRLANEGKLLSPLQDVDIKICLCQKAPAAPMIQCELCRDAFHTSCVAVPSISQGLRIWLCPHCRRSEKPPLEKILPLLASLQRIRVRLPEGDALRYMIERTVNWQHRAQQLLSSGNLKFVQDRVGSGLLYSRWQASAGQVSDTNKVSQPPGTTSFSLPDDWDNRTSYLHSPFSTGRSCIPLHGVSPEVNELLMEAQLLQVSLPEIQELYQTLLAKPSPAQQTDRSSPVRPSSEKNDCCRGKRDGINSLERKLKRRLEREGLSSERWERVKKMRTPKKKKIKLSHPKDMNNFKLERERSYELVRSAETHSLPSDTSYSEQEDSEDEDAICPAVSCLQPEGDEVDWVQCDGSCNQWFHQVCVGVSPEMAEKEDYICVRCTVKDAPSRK
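qHTS format, multiple compound concentrations. Buffer 50 mM HEPES pH 7.5/0.01% Tween-20; 200 nM KDM5BΔAP final; 10 min compound preincubation; substrate-mix levels 12.5 µM peptide, 25 µM α-KG, 0.25 mM NAD⁺; 30 min RT; ΔRFU.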
* hit, by the source's call; ? = inconclusive; [ ] = dose if it differs, or a comment. Potency is read from the fitted curve at half-maximal effect. These rows are one share of the data; count on the stated rates, not on these rows.

SMILES | KDM5B inhibitor
Cc1cc(C)cc(NC(=O)c2nn(CC(C)C)c(=O)c3ccccc23)c1 | -3%
C/C(=N\N=C(/N)c1nonc1N)c1ccc2c(c1)OCO2 | 18%
COc1ccc(-c2cc(C(=O)N3CCN(c4ccccc4)CC3)no2)cc1 | -12%
COc1ccc(CN2C(=O)[C@@H]3C[C@@H](O)CN3C3(CN(Cc4ccc(NC(C)=O)cc4)C3)C2=O)cc1 | -15%
Cc1cc(-c2nc3ncccc3o2)ccc1NC(=O)COc1ccccc1C | ?
CC1(C)CC(=O)C2=C(C1)NC(Nc1nc3ccccc3o1)=NC2c1cccc(Cl)c1 (stereo not drawn) | 16%
COc1cc(CNC(=O)c2nc(C(O)c3ccccn3)oc2C)cc(OC)c1 (stereo not drawn) | ?
CC(C)(C)c1ccc(-c2noc(CNC(=O)c3ccco3)n2)cc1 | -13%
CC1=C(c2ccc(C)cc2)S(=O)(=O)N(Cc2ccc(C(=O)NCc3ccccc3F)cc2)C1=O | ?
CCCCNC(=O)NC(=O)CN(C)CCCc1ccccc1 | 19%
O=C(NC1CCCN(c2cc(-c3ccc(F)cc3)[nH]n2)C1)c1cccc(Cl)c1 (stereo not drawn) | -25%
O=C(CCn1ccc2ccccc21)N1CCN(S(=O)(=O)c2ccccc2F)CC1 | -3%
O=C(CC1CCCCN(Cc2ccccc2)C1=O)NC1CCCCCC1 (stereo not drawn) | -13%
O=C(c1ccc(CSc2nc3ccncc3n2Cc2cccc(F)c2)cc1)N1CCCCC1 | 7%
Cc1cc2nc3n(c(=O)c2n1CC(=O)Nc1cc(F)cc(F)c1)CCCCC3 | 4%
CN1C(=O)NC(c2ccccc2)C2=C1CN(c1ccc3ccccc3c1)C2=O (stereo not drawn) | -8%
CCCC1=C(C(=O)OCC)C(c2c(F)cccc2Cl)NC(=O)N1C (stereo not drawn) | -6%
CCOc1ccccc1NC(=O)C1CCN(S(=O)(=O)c2ccc3c(c2)CC(C)N3C(C)=O)CC1 (stereo not drawn) | 15%
Cc1ccc(NC(=O)N2CCN(c3ccc(Cl)c(Cl)c3)CC2)cc1 | -21%
O=C(NCc1cccc(CN2CCOCC2)c1)c1cc2ccccc2oc1=O | -7%
COc1cc(C2Nc3ccc(C)cc3[C@H]3OCCC[C@@H]23)cc(Br)c1O (stereo partly drawn) | 16%
O=[S+]([O-])(c1cccs1)N1CC(Oc2ccc(F)c(F)c2)C1 | -5%[149 µM]
COCCc1nncn1C1CCN(C(=O)c2cc(Cl)ccc2F)CC1 | -22%
Cc1[nH]c2ccccc2c1C1c2ccccc2C(=O)N1CCC(=O)NCCN(C)C (stereo not drawn) | -8%
Cc1noc(C)c1C(=O)NCc1ccnc(OC2CCCC2)c1 | -3%
Further entries follow:
SMILES | KDM5B inhibitor
CCCNC(=O)COc1ccccc1NC(C)=O | 12%
O=C(c1cnc(Cc2c(Cl)cccc2Cl)[nH]c1=O)N1CCOCC1 | -17%
Cc1nc(NC(=O)NC2CCN(Cc3ccccc3)CC2)nn1C | -3%
COc1ccc(C2Cn3nnc(-c4nc(-c5ccc(C)cc5)no4)c3CO2)cc1 (stereo not drawn) | ?
CCn1cc(CN2C[C@@H](COc3ccccc3)[C@H](C(N)=O)C2)cn1 | -13%
Cn1c(=O)oc2cc(S(=O)(=O)NC(Cc3ccccc3)C(=O)Nc3ccc(F)c(Cl)c3)ccc21 (stereo not drawn) | -10%
CC(C)(C)c1ccc(C(=O)Nc2nc3c(s2)C[C@@H]2[C@](C)(CO)[C@H](O)CC[C@@]2(C)[C@@H]3CC(=O)NCc2ccco2)cc1 | 18µM*
O=C(Nc1ccccc1)c1nc2c(o1)CCN(Cc1ccc(F)c(Cl)c1)CC2 | 28µM*
Cc1ccc(C)c(-c2cc3c(=O)n(CCNC(=O)c4cccc(F)c4)ccn3n2)c1 | ?
O=c1c(-c2ccc(Cl)cc2)coc2cc(OCCN3CCCCC3)ccc12 | 12%
Cc1ccc(COC(=O)c2ccc(Cl)c(S(=O)(=O)N3CCOCC3)c2)cc1 | -16%
CCc1cccc(NC(=O)Nc2csc3c2CCCC3)c1 | 3%
O=C(CCCCn1c(=O)c2ccccc2n(CC(=O)Nc2cccc(F)c2)c1=O)NCCc1ccccc1 | -27%
COc1ccc(CN2Cc3cc(NC(=O)c4ccc(F)cc4)ccc3OC(C)C2=O)c(OC)c1 (stereo not drawn) | ?
Cc1nc(C)c(C(=O)N2CCCC(COc3ccccc3C(=O)N3CCOCC3)C2)s1 (stereo not drawn) | 17%
Cc1cc(C)cc(N2CCN(Cc3cn(-c4ccccc4)nn3)CC2=O)c1 | -34%
O=S(=O)(c1cccc(-c2nc3ccccc3s2)c1)N1CCCCCC1 | -10%
O=C(COc1ccccc1)N1CCCN(C(=O)C2CC2)c2ccccc21 | 0%
O=C(NC1CCCC1)C(Cl)c1ccccc1 (stereo not drawn) | 22%
CCOc1ccccc1NC(=O)c1sc2nc3c(cc2c1N)CN(Cc1ccccc1)CC3 | ?
CCCN1C(C(C)=O)=C(OC(=O)c2ccccc2)c2ccccc2S1(=O)=O | -14%
CCOC(=O)c1cc(-c2ccc(F)cc2)n(CCC(=O)NCc2ccccc2OC)c1C | ?
CC(C)NC(=O)c1cc2cc(Br)ccc2[nH]1 | -6%
NCc1ccccc1OC(F)F | -5%
CCc1ccc(NC(=O)c2sc3nc(C)c(Cl)c(C)c3c2NC(=O)c2ccccc2OC)cc1 | ?

Of the compounds above, 14 contain sulfur.
SMILES | KDM5B inhibitor
CC1=C(c2ccc(C)cc2)S(=O)(=O)N(Cc2ccc(C(=O)NCc3ccccc3F)cc2)C1=O | ?
O=C(CCn1ccc2ccccc21)N1CCN(S(=O)(=O)c2ccccc2F)CC1 | -3%
O=C(c1ccc(CSc2nc3ccncc3n2Cc2cccc(F)c2)cc1)N1CCCCC1 | 7%
CCOc1ccccc1NC(=O)C1CCN(S(=O)(=O)c2ccc3c(c2)CC(C)N3C(C)=O)CC1 (stereo not drawn) | 15%
O=[S+]([O-])(c1cccs1)N1CC(Oc2ccc(F)c(F)c2)C1 | -5%[149 µM]
Cn1c(=O)oc2cc(S(=O)(=O)NC(Cc3ccccc3)C(=O)Nc3ccc(F)c(Cl)c3)ccc21 (stereo not drawn) | -10%
CC(C)(C)c1ccc(C(=O)Nc2nc3c(s2)C[C@@H]2[C@](C)(CO)[C@H](O)CC[C@@]2(C)[C@@H]3CC(=O)NCc2ccco2)cc1 | 18µM*
Cc1ccc(COC(=O)c2ccc(Cl)c(S(=O)(=O)N3CCOCC3)c2)cc1 | -16%
CCc1cccc(NC(=O)Nc2csc3c2CCCC3)c1 | 3%
Cc1nc(C)c(C(=O)N2CCCC(COc3ccccc3C(=O)N3CCOCC3)C2)s1 (stereo not drawn) | 17%
O=S(=O)(c1cccc(-c2nc3ccccc3s2)c1)N1CCCCCC1 | -10%
CCOc1ccccc1NC(=O)c1sc2nc3c(cc2c1N)CN(Cc1ccccc1)CC3 | ?
CCCN1C(C(C)=O)=C(OC(=O)c2ccccc2)c2ccccc2S1(=O)=O | -14%
CCc1ccc(NC(=O)c2sc3nc(C)c(Cl)c(C)c3c2NC(=O)c2ccccc2OC)cc1 | ?

Other structures follow.
SMILES | KDM5B inhibitor
Cc1cc(=O)oc2cc(NC(=O)COc3cccc(C(F)(F)F)c3)ccc12 | ?
CCN(CC)CCn1c(=O)n(-c2ccc(Cl)cc2)c(=O)c2c3c(sc21)CN(C)CC3 | ?
CC(=O)N1CCC(N2CCC[C@H]2c2nc(-c3ccc(-c4cncnc4)nc3)no2)CC1 | ?
COc1ccc(CNC(=O)c2ccccc2)cc1 | 11%
Cc1cc(C)nc(-n2nc(C)c3c2N(Cc2ccccc2F)C(=O)CC3c2ccc(Cl)cc2)n1 (stereo not drawn) | ?
COc1cc(OC)cc(-n2c(=O)c3sccc3n(Cc3ccc(F)cc3)c2=O)c1 | -18%
CC(=O)Nc1ccc(NC(=O)CCCCCn2nnc3ccccc3c2=O)cc1 | 3%
CCC(=O)Nc1cccc(NC(=O)c2ccc(C)cc2)c1C | 12%
CCCc1cc(=O)oc2cc(OC(C)C(=O)NCCCN3CCCC3=O)c(Cl)cc12 (stereo not drawn) | 47%[activator]
Cc1ncccc1C(=O)N[C@@H]1CN(c2ncccn2)C[C@H]1CO | 20µM*
C=CCN1C[C@@H]2CN(C(=O)C(C)(C)NC(C)=O)C[C@]2(C(=O)O)C1 | -1%
Cc1ccnc(NS(=O)(=O)c2ccc(NC(=O)/C=C/c3ccccc3)cc2)n1 | 23%
Cc1ccc2c(c1)N1C(=O)OC[C@@H]1CCN(C(=O)NC1CCCCC1)C2 | 35%[86.2 µM]
O=C(CCNC(=O)c1cnccn1)NC1CCCc2c1[nH]c1c(Cl)cccc21 (stereo not drawn) | 12%
COCC(=O)N[C@H]1CC[C@]2(C)CCC([C@H](C)C(=O)NCCN3CCOCC3)[C@H](O)[C@H]2[C@@H]1C (stereo partly drawn) | 18%
CCOC(=O)CSc1nc(-c2ccccc2)cc(C(F)(F)F)c1C#N | -19%
COc1ccc(-n2c(=O)c3c(n4cnnc24)-c2ccccc2CC32CCCC2)cc1 | 4%
O=C(COc1ccccc1)N1CCC2(CC1)OCCN(CCc1ccccc1)C2=O | 6%[86.2 µM]
O=C(Nc1ccc(F)cc1)Nc1csc2c1CCCC2 | 2%
COc1ccc(C2(C(=O)N3CCC(N4CC5CC(C4)[C@H]4CCCC(=O)N4C5)CC3)CC2)cc1 (stereo partly drawn) | ?
Cc1ccccc1N1CCCN(Cc2cc3n(n2)CCNC3)CC1 | -3%
Cc1ccc(/C=C/C(=O)Nc2ccccc2C(N)=O)o1 | ?
NC(=O)c1noc(CN2CCOc3c(O)cc(-c4csc5ccccc45)cc3C2)n1 | 1%
Cc1nc2cccnc2n1CC1CCCN(S(=O)(=O)c2cccc(Cl)c2)C1 (stereo not drawn) | 33%[activator]
COc1ccc(C(C)=O)cc1COC(=O)Cc1ccc(Br)cc1 | -9%
Next section
SMILES | KDM5B inhibitor
COc1cccc(CNC(=O)CN2C(=O)N(c3ccc(C(C)C)cc3)S(=O)(=O)c3ccccc32)c1 | 14%
CC1=C(c2ccc(C)cc2)S(=O)(=O)N(Cc2ccc(C(=O)Nc3ccccc3C)cc2)C1=O | ?
Cc1ccc(C(=O)Nc2ccc(S(=O)(=O)Nc3onc(C)c3C)cc2)cc1 | -25%
Cc1cccc(-c2noc(-c3cccnc3NCc3ccc(Cl)cc3)n2)c1 | -33%
O=C(CN1CCCC(c2nc3ccccc3o2)C1)N1CCNC1=O (stereo not drawn) | 13%
COc1cccc(CNC(=O)[C@@H]2C[C@@H](O)CN2C2CCN(C(=O)c3ccc(OC)nc3)CC2)c1 | -13%
Cc1cc(C)cc(NC(=O)C2CCCN2c2ncnc3ccccc23)c1 (stereo not drawn) | 2%
O=C(CN(CCc1ccccc1)S(=O)(=O)c1ccc(Br)cc1)NCc1ccc(Cl)cc1 | ?
CN(c1ncccc1CNC(=O)C1CCOCC1)C1CCCCC1 | 4%
CCOc1ccccc1CN1CCN(C2CCN(C(C)C)CC2)C(CCO)C1 (stereo not drawn) | 23%
O=[S+]1([O-])NCC2(CCN(Cc3c(F)cccc3Cl)C2)Oc2ccncc21 (stereo not drawn) | 5%[115 µM]
Cc1ccc(NC(=O)c2n[nH]c(=O)c3ccccc23)c(C)c1 | 1%
O=C1NC(C(=O)O)=CC(c2ccccc2Cl)N1 (stereo not drawn) | -11%
CNC(=O)NC[C@H]1CCN(Cc2cc(OC)cc(OC)c2)C[C@H]1N(C)C | -37%
Cc1cc2oc(=O)cc(CN3CCOCC3)c2c(C)c1Cl | -19%
CCc1ccc(C(=O)Oc2ccc(OC(=O)c3ccc(CC)cc3)c(-c3ccccc3)c2)cc1 | 14%
Cc1ccc(-c2cc(C(=O)OCC(N)=O)c3ccccc3n2)cc1 | ?
CCn1c(COc2ccccc2Cl)nnc1SCc1cc(=O)c2cc(C(N)=O)ccc2[nH]1 | -8%
COc1ccc(-n2c(C)c(C)c3c2ncn2nc(-c4cccs4)nc32)cc1 | -17%
CCN1CCN(C(=O)C2CCCCC(=O)N2)CC1 (stereo not drawn) | 22%
CN(C)c1nc(OC(C(F)(F)F)C(F)(F)F)nc(N2CCOCC2)n1 | 15%
CCC(=O)Nc1sc2c(c1C(=O)Nc1ccc(Br)cc1)CCCCC2 | ?
c1ccc(CN2CCC[C@H]2c2nc(-c3ccc(-n4ccnc4)nc3)no2)cc1 | -20%[86.2 µM]
CCc1ccc(NC(=O)C2CCN(S(=O)(=O)c3c(C)noc3/C=C\c3ccc(OC)cc3)CC2)cc1 | 2%
O=C(CN(Cc1cccs1)CC1CCCO1)Nc1ccc2ccccc2c1 (stereo not drawn) | -11%
Carrying on.
SMILES | KDM5B inhibitor
CN1CC(=O)N(C2CNC2)Cc2c(NC3CCCC3)ncnc21 | -25%[149 µM]
Cc1cccc(NC(=O)c2ccc(CN3CC(=O)N4CCCCC4C3=O)cc2)c1C (stereo not drawn) | -18%
CC1CCCC(NC(=O)c2ccc(F)cc2F)C1C (stereo not drawn) | 8%
CC(C)n1nc(OC(C)(C)C(=O)Nc2ccccc2)c2cc(CN3CCOCC3)ccc21 | ?
COCC(=O)NC1CCC12CCN(C(=O)Nc1ccc3c(c1)OCCO3)CC2 (stereo not drawn) | -19%
O=C(NCc1ccc(C(=O)N2CCCC2)cc1)C1CCCCC1 | 31%[activator]
CN(C)c1ccc(C(=O)N2CCN(C(=O)NC3CCCCC3)[C@H](C(=O)N[C@@H](CC3CCCCC3)C(N)=O)C2)cc1 | 5%
Cc1cc2oc(=O)c(CC(=O)NCCc3ccccc3F)c(C)c2c2occ(C(C)(C)C)c12 | ?
O=C(CNc1ccc(Br)cc1F)N(C1CCCCC1)C1CCS(=O)(=O)C1 (stereo not drawn) | -6%
